# Source: PubChem (Sanford-Burnham Center for Chemical Genomics)
# MPTP inh = permeability transition pore inhibition. isolated mouse mitochondria, Ca2+ swelling absorbance, 30 min. inhibition, % at 10 µM. 360,000 compounds, 1.4% hits. AID 602449;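 active means inhibition of 50% or more, scaled per plate between neutral and stimulator controls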;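 further: 0% = DMSO wells given calcium and 100% = 1 mM EGTA wells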
# CCR6 antag = CCR6 (human) receptor antagonism | P51684 | CHO-K1 CCR6 PathHunter beta-arrestin, luminescence, CCL20-stimulated | inhibition, % at 20 µM | 340,000 compounds, 0.49% hits | AID 493098;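 active means compounds whose inhibition of the agonist-driven luminescence signal at 20 µM reaches about 50%, limit read from the data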;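 further: cells stimulated with CCL20 at 14 nM final; plate controls were DMSO with CCL20 for no effect and DMSO without agonist for full effect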
# Target sequence (P51684 whole entry, looked up): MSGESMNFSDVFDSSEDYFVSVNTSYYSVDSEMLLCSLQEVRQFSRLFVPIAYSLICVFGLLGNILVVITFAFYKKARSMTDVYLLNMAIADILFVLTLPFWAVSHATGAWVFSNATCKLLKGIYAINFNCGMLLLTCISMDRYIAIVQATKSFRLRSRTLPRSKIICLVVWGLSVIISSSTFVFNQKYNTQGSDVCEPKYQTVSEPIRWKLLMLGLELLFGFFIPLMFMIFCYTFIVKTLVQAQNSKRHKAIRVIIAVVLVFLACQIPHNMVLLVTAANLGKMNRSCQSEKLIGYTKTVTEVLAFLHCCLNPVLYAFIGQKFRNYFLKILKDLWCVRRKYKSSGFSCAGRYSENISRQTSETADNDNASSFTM
# A3A deaminase = human APOBEC3A DNA deaminase inhibition | P31941 | recombinant A3A, FAM/TAMRA ssDNA deamination fluorescence | inhibition, % at 20 µM | 330,000 compounds, 0.41% hits | AID 493011;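 active means at least 40% inhibition at 20 µM here, with at most 30% in a related deaminase screen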;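 further: plate controls were A3A with DMSO for no effect and wells lacking A3A enzyme for full effect; some results filed as inactive read as strong as hits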
# CXCR6 inh = inhibitors of human CXCR6 receptor | CHO-K1 PathHunter CXCR6 beta-arrestin, luminescence | inhibition, % at 20 µM | 360,000 compounds, 0.36% hits; in the data active means inhibition above about 34%, passing the limit was not always enough;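 further: antagonist mode with CXCL16 agonist at 10 nM final; 0% = 10 nM CXCL16 with DMSO and 100% = unstimulated wells without agonist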
# Gli-Sufu block = antagonists of Gli-Sufu signaling. Sufu-KO-LIGHT fibroblasts, Gli luciferase reporter luminescence. inhibition, % at 5 µM. 340,000 compounds, 0.74% hits;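 active means inhibition above about 55%, limit read from the data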;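 further: 0% = DMSO-treated cells and 100% = wells with medium but no cells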
# APOBEC3G inh = blocks human APOBEC3G single-stranded DNA deamination. Q9HC16. recombinant A3G, ssDNA deamination FAM/TAMRA fluorescence. inhibition, % at 20 µM. 330,000 compounds, 0.28% hits;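 active means inhibition of at least 40% at 20 µM, with no more than 30% in the related APOBEC3A deaminase screen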;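 further: plate controls were DMSO wells with A3G for no effect and wells lacking A3G enzyme for full effect; some compounds called inactive have numbers as strong as hits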
# Target sequence (Q9HC16 whole entry, looked up): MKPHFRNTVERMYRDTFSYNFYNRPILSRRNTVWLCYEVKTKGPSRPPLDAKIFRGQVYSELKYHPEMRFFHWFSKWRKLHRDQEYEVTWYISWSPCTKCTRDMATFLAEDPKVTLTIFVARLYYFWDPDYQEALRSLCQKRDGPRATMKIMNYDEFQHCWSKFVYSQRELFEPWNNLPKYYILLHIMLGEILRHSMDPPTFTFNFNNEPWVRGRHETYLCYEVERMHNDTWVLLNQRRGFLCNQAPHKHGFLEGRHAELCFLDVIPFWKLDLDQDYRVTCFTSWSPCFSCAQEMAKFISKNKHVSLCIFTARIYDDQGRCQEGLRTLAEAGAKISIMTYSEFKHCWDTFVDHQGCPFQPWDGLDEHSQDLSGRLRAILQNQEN
# NR3A LBD binder = modulates the human NR3A ligand-binding domain | NR3A LBD differential scanning fluorimetry, Tm shift; 0% = protein alone, 100% = glycine-bound protein | Tm shift relative to glycine control, % at 25 µM | 340,000 compounds, 2.5% hits | AID 1259313;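 active means melting temperature shift of at least 10% of the positive control shift, at one fixed dose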
# EBI2 block = blocks human EBI2 receptor beta-arrestin signaling | P32249 | EBI2 beta-arrestin recruitment, luminescence, 7a,25-OHC stimulated | inhibition, % at 5 µM | 360,000 compounds, 0.81% hits; in the data active means inhibition above about 38%;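 further: enzyme fragment complementation signal reports receptor beta-arrestin coupling in cells; 0% = agonist plus DMSO wells and 100% = wells without agonist; some results beyond the cut were filed as inactive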
# Target sequence (P32249 whole entry, looked up, the tested form may be a part): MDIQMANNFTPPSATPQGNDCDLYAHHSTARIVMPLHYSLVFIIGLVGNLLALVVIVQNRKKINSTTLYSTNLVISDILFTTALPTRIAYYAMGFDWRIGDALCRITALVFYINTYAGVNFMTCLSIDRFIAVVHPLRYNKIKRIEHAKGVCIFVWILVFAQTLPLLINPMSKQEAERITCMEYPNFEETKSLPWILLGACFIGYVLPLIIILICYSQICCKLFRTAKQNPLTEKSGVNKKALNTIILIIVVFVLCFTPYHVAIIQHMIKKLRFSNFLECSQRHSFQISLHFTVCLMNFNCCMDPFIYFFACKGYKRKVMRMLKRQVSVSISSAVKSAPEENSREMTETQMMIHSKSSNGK
# Active calls of the source: *; . = not tested or not shown. The order is random; 5.8% or so of the library scored in one or more.
SMILES,MPTP inh,CCR6 antag,A3A deaminase,CXCR6 inh,Gli-Sufu block,APOBEC3G inh,NR3A LBD binder,EBI2 block
Cn1cc([N+](=O)[O-])c(C(=O)Nc2cc(Oc3ccccc3)cc([N+](=O)[O-])c2)n1,0.6,25,.,1,10,.,9,12
C=CCn1c(SCC(=O)Nc2c(C)cccc2C)nnc1-c1cnccn1,-0.1,2,-2,4,5,-5,-4,-2
O=S(=O)(c1cccc(Cn2nnc(-c3ccc(F)cc3)n2)c1)N1CCOCC1,33,12,2,-2,20,-3,0,10
COC(=O)c1cn(-c2ccccc2)nc1-c1ccncc1,0.0,0,6,-2,-10,0,2,-1
C/C=C(/C)C(=O)Nc1cccc(C2=NOC3(C2)C[C@@H](C(N)=O)N(C(=O)CC(c2ccccc2)c2ccccc2)C3)c1 (some centres undefined),-2.2,6,1,4,-5,-11,-10,0
O=C(/C=C/c1ccc2c(c1)OCO2)NCCSCc1ccc(Cl)cc1Cl,-1.3,9,6,3,-13,3,-6,35
C=CCn1c(SCC(=O)Nc2nc(C)cs2)nnc1C(NC(=O)c1ccccc1)C(C)C (centres undefined),2.6,-7,-1,-4,-1,-9,1,-7
CCOC(=O)[C@H]1[C@H]2COc3ccc(C)cc3[C@@H]2N2C(=O)CN(Cc3ccco3)C(=O)[C@@]12C,-0.2,0,3,3,-13,-12,0,-14
COc1ccc(S(=O)(=O)CCC(=O)N2CCN(c3ccc(F)cc3)CC2)cc1,1.7,12,0,1,12,0,0,-3
COC(=O)C1=C(C(=O)OC)C2(OC1c1ccccc1C)C(=O)c1ccccc1C2=O (centres undefined),-0.9,20,-4,-5,0,-3,1,-12
O=c1[nH]c(C2CCN(S(=O)(=O)c3ccccc3F)CC2)nc2c1nnn2Cc1ccc(OC(F)(F)F)cc1,0.7,-5,0,6,11,2,3,12
CC(NC(=O)C1=CC=CN2CCS(=O)(=O)N=C12)c1ccc(Cl)c(Cl)c1 (centres undefined),-1.4,15,-3,4,-2,-5,3,8
CC(C)C(=O)O/N=C1\CCS(=O)(=O)c2sccc21,2.9,-2,2,-6,4,-2,-2,-7
CC(CN1CCCC1)OC(=O)c1ccc(Cl)cc1 (centres undefined),0.4,13,-3,84*,0,-1,2,2
COc1cccc(/C=N\Nc2nncc(-c3ccccc3)n2)c1,-2.4,-10,1,-8,-1,6,0,-12
O=C(COC(=O)C1CCC1)Nc1ccc(Cl)cn1,0.3,12,1,3,6,-6,0,5
COc1ccc(/C=C/C(=O)Nc2nc(C)cc(C)n2)cc1OC,-0.5,-7,-1,-6,-2,-2,0,-12
COCc1cc(C)n(CC(=O)Nc2ccccc2OC)c(=O)c1C#N,-0.7,8,-2,1,-1,-2,0,2
CCCn1c(C)cc(-c2csc(NC(=O)CCc3nc4ccccc4c(=O)[nH]3)n2)c1C,-0.4,0,-3,-2,-15,-8,0,0
O=C(C1CCN(c2nnnn2-c2ccccc2)CC1)N1CCN(c2ccccc2)CC1,1.6,20,-1,-3,4,-2,0,3
O=C(CCNS(=O)(=O)c1ccc(Br)s1)NC1CCCC1,-0.5,-8,5,0,3,-2,1,-1
CCOC(=O)C(CC)(CCC(=O)O)c1csc(Nc2ccc(C)cc2)n1 (centres undefined),-0.9,10,-2,-4,.,-3,-5,16
CC/C(=N\O)c1ccc(O)c(OC)c1,-0.5,-5,-5,-4,-28,-3,0,-3
O=C(Nc1cccc(C(F)(F)F)c1)C1(c2ccccc2)CC1,1.8,6,2,4,-11,5,12*,1
Cc1cc(C)nc(NS(=O)(=O)c2ccc(Br)s2)c1,-2.8,15,-1,2,-10,-2,-2,1

# Additional records:
SMILES,MPTP inh,CCR6 antag,A3A deaminase,CXCR6 inh,Gli-Sufu block,APOBEC3G inh,NR3A LBD binder,EBI2 block
COc1ccc(CNC(=O)Cc2cccs2)cc1OC,0.7,1,-3,0,-3,11,1,-5
CC(C)NC(=O)c1ccc(CN2CCc3ccccc3C2)cc1,0.0,-2,-5,1,5,-6,-3,-1
CCOC(=O)C(NS(=O)(=O)c1ccc(Br)cc1)C(C)C (centres undefined),-1.9,-9,2,-8,2,-5,0,10
COc1ccccc1C(=O)OCCNC(=O)Cn1cnc2c1c(=O)n(C)c(=O)n2C,-2.3,5,0,1,-5,-5,0,0
Cc1sc2nc(CSc3ccccc3)nc(NCCN(C)C)c2c1C,-0.3,25,4,-2,10,-7,1,-5
O=C(CN1C(=O)C2(OCCO2)c2cc(Br)ccc21)NO,0.2,6,-1,-1,-1,-2,1,-24
CN(C(=O)CC1C(=O)NCCN1Cc1ccccc1C(F)(F)F)C1CCOCC1 (centres undefined),-0.6,10,-3,0,-21,-5,-2,-9
C=C(C)C(=O)Nc1cccc(C2=NOC3(C2)C[C@H](C(N)=O)N(C(=O)/C=C/C)C3)c1 (some centres undefined),-0.1,20,6,-7,-7,86*,2,-3
COc1ccc(CCNC(=O)C(=O)NCc2ccc(Cl)cc2)cc1OC,-0.6,5,-1,4,5,-5,-1,13
Cc1nn(C)cc1C(C(=O)NC1CCCCC1)N(C(=O)Cn1nnc2ccccc21)c1ccc(F)cc1 (centres undefined),-1.4,1,1,1,10,-6,0,-7
O=C(COc1ccc2c3c(c(=O)oc2c1)CCCC3)N1CCN(c2ccccc2)CC1,-1.9,22,-1,8,-3,-4,0,3
O=C(CC1(O)C(=O)Nc2ccccc21)c1ccc2c(c1)OCO2 (centres undefined),-0.5,1,79*,4,-15,-2,1,-5
CCCCn1c(N)c(N(CCOC)C(=O)CCS(=O)(=O)c2ccc(Cl)cc2)c(=O)[nH]c1=O,0.5,4,-2,-5,0,11,2,-15
Cc1ccc(N=C2NC(=O)/C(=C\c3ccc(C)s3)S2)cc1,-0.7,-1,8,10,-3,1,-3,-3
CCOC(=O)C1=C(C)NC2=C(C(=O)CCC2)C1c1ccc(N(C)C)cc1 (centres undefined),-0.2,-4,1,-3,2,-2,-8,-7
CC1C(=O)N2CCCc3cc(NC(=O)COc4ccccc4)cc1c32 (centres undefined),-1.4,11,-2,1,-3,-6,2,0
CCn1cc([N+](=O)[O-])c(C(=O)Nc2nc(-c3ccc(C)cc3)c(C)s2)n1,-0.9,-19,-3,3,16,-7,-1,-15
Cc1ccc(C(=O)Nc2ncc3c(n2)CC(c2ccco2)CC3=O)cc1 (centres undefined),-0.1,9,-4,7,-12,-8,-2,18
CCc1cccc(CC)c1NC(=O)CO/N=C(\C)c1cccs1,1.7,16,-2,4,6,-8,-1,9
CCn1c(=O)cc(NC2=NCC(C)CN2c2cccc(Cl)c2)n(C)c1=O (centres undefined),-0.8,66*,-3,57*,10,-6,2,33
COc1ccc(S(=O)(=O)Oc2ccccc2C(N)=O)cc1,-1.8,10,-3,8,-6,-4,0,-13
CCCCN1CC[C@H]2C=CC[C@@H](C(=O)Nc3ccc(Cl)c(C(F)(F)F)c3)[C@H]2C1=O,0.5,9,-4,-1,-5,-5,-4,-2
CC1CCCCN1c1nc2nonc2nc1N1CCCCC1C (centres undefined),0.9,27,-8,1,16,-7,3,16
O=C1c2ccccc2C(=O)N1CCc1nc(-c2cccnc2)no1,0.3,6,0,-4,5,-5,0,-14
O=C(NCc1ccco1)/C(=C\c1ccco1)NC(=O)c1cccs1,-0.4,5,14,6,-2,4,-2,-10

# Structures listed so far containing a furan ring, fused or not (3):
SMILES,MPTP inh,CCR6 antag,A3A deaminase,CXCR6 inh,Gli-Sufu block,APOBEC3G inh,NR3A LBD binder,EBI2 block
CCOC(=O)[C@H]1[C@H]2COc3ccc(C)cc3[C@@H]2N2C(=O)CN(Cc3ccco3)C(=O)[C@@]12C,-0.2,0,3,3,-13,-12,0,-14
Cc1ccc(C(=O)Nc2ncc3c(n2)CC(c2ccco2)CC3=O)cc1 (centres undefined),-0.1,9,-4,7,-12,-8,-2,18
O=C(NCc1ccco1)/C(=C\c1ccco1)NC(=O)c1cccs1,-0.4,5,14,6,-2,4,-2,-10

# Part of the list above with just MPTP inh:
canonical_smiles,MPTP inh
COc1ccccc1C(=O)OCCNC(=O)Cn1cnc2c1c(=O)n(C)c(=O)n2C,-2.3
Cc1sc2nc(CSc3ccccc3)nc(NCCN(C)C)c2c1C,-0.3

# More structures follow:
SMILES,MPTP inh,CCR6 antag,A3A deaminase,CXCR6 inh,Gli-Sufu block,APOBEC3G inh,NR3A LBD binder,EBI2 block
CC(C)Cn1cc(C(=O)NCC2CCCO2)c2c3ccccc3n(C)c2c1=O (centres undefined),3.4,-2,-1,-3,3,-2,0,-9
CSc1cc(C)c(OCC(=O)Nc2ccc(NC(C)=O)cc2)c(C)c1,-1.2,6,-2,-4,0,0,-10,2
CSc1ncccc1C(=O)N(C)CC(=O)Nc1cccc(F)c1,0.5,4,7,-8,4,-6,1,8
Cc1cc(C(=O)N/N=C2\CCCc3ccccc32)c(C)o1,2.1,13,1,-10,-33,1,0,-6
Cc1ccc(C(=O)NCCCCNC(=O)c2ccc(C)o2)o1,1.4,-9,1,-2,-2,2,1,-1
S=C1NCCC12C(=S)Nc1ccccc12 (centres undefined),0.7,20,0,1,6,-5,-2,-2
COc1ccc2oc(C(=O)OCC(=O)N3CC(C)CC(C)C3)c(C)c2c1 (centres undefined),-0.3,17,3,2,-10,-6,-1,-2
CC(=O)N1CCOc2ccc(S(=O)(=O)NCC3CCC(C(=O)Nc4ccc(C)cn4)CC3)cc21 (centres undefined),0.3,3,-3,-15,32,-5,0,3
CC(=O)c1ccc(NS(=O)(=O)Cc2ccc(Cl)cc2)cc1,-0.3,7,-6,-1,-3,-7,0,-3
CC(NC(=O)c1cc(-c2ccccc2)on1)c1ccccc1 (centres undefined),0.1,-1,2,-3,-12,-2,0,2
Cc1c2c(nc3ccccc13)CC(C)(C)CC2=O,0.7,7,-5,-5,5,-1,-1,-2
COc1cc(-c2nnc(SCC3(c4ccccc4)OCCO3)o2)cc(OC)c1OC,-8.4,-1,-5,2,5,-6,1,14
O=C(Cn1nnc(-c2ccccc2F)n1)NCc1ccco1,-1.0,8,4,-7,2,2,-1,15
CCCCCOC(=O)C1=C(C)NC(=O)NC1c1ccc(OC)cc1 (centres undefined),-1.0,6,-3,6,13,-3,0,-4
O=C(NCCc1nnc2ccc(N3CCCC3)nn12)c1ccccc1,0.0,-10,0,-3,1,-1,-5,1
O=C(CN1CCN(S(=O)(=O)N2CCOCC2)CC1)Nc1cc(Cl)cc(Cl)c1,0.4,3,8,4,-4,-11,1,2
Cc1cc(=O)oc2c(N)c(O)ccc12,-1.8,-8,-4,-7,0,-9,-4,1
COc1ccc(CCC(=O)Nc2cc(Cl)ccc2OC)cc1,2.8,16,1,2,1,-3,-1,2
O=C(NC1CCCCCCC1)c1ccc(S(=O)(=O)N2CCCC2)cc1,-2.4,9,-1,-3,-2,-3,0,-6
O=C(NCc1nc2ccccc2[nH]1)c1cc2ccccc2oc1=O,-4.1,13,1,1,-19,-9,3,-7
Brc1cnc2nc[nH]c2c1,0.6,-14,2,3,0,-2,1,-2
COc1ccccc1N1CCN(C(=O)c2noc(C(C)C)c2[N+](=O)[O-])CC1,-0.2,-1,-8,-10,-12,-10,-2,-2
O=C(CN(C(=O)Cn1nnc(-c2ccc(F)cc2)n1)c1cccc(F)c1)NC1CCCC1,0.9,11,-2,-6,-3,-12,4,4
O=C(Nc1ccccc1)C(CCCCN1C(=O)c2ccccc2C1=O)N1C(=O)c2ccccc2C1=O (centres undefined),-0.6,1,.,7,-10,.,0,-1
COc1ccc(CCNC(=O)C(=O)NCCC2CCCCN2S(=O)(=O)c2ccccc2)cc1 (centres undefined),-1.3,22,6,11,.,5,11*,-5
COc1cccc(CN(C)C(=O)c2cc(COc3ccc(-n4cncn4)cc3)on2)c1,31,15,-1,2,49,-3,1,6
COc1ccccc1/C=C(/NC(=O)c1ccccc1)C(=O)NCCN1CCOCC1,-2.2,15,-3,0,-16,-5,0,-8
COc1ccc(-n2nc(C(=O)NCC(=O)N3CCN(Cc4ccccc4)CC3)c3ccccc3c2=O)cc1,-0.5,11,-2,5,-4,-5,-3,-4
O=C(N/N=C/c1ccccn1)C12CC3CC(CC(C3)C1)C2,0.8,-3,3,7,-3,-3,-2,4
O=C(CCCc1ccccc1)c1ccc2c(c1)OCCO2,-0.7,5,-2,3,40,-4,-17,6
